TDP1 cell CPT – growth inhibition of DT40 Tdp1-/-;hTDP1 cells with camptothecin (screen for TDP1 inhibitors). chicken DT40 Tdp1-/-;hTDP1 cells + 20 nM CPT, ATP luminescence, 48 h. Potency, µM (doses to about 46.2 µM), inactives show at the highest dose activity change, negative = growth inhibition, usual class: inhibitors. hit rate 12% among 420,000. AID 686979; also: nearly all actives have a fitted effect of over 55% in size
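Chicken DT40 Tdp1-/- cells stably complemented with human TDP1 were seeded at 400 cells/well in medium containing 20 nM camptothecin, exposed to pin-transferred compounds, and grown at 37 °C for at least 48 hr. Viability was read as ATP luminescence.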
DT40 TDP1 no CPT – qHTS for Inhibitors of human tyrosyl-DNA phosphodiesterase 1 (TDP1): qHTS in cells in absence of CPT; Potency, µM (titrated, usually from 46.2 µM), for inactives: at the top dose activity change, negative = growth inhibition, most hits filed as inhibitors; AID 686978, 2013; hit rate 15% among 420,000; DT40 Tdp1-/- hTDP1 cells, no CPT, ATP luminescence, 48 h; also: nearly all actives have a fitted effect of over 55% in size
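Chicken DT40 Tdp1-/- cells complemented with human TDP1, screened without camptothecin (DMSO vehicle only), 400 cells/well. Compounds pin-transferred, cells incubated at 37 °C for at least 48 hr. Growth read as ATP-dependent luminescence (CellTiter-Glo, 30 min at RT).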
GCN5L2 inh – inhibitors of human GCN5L2 histone acetyltransferase; GCN5L2 HAT assay, ThioGlo1 CoA-SH fluorescence; Potency, µM (highest dose often 58.9 µM), without a hit: at the highest dose activity change, negative = inhibition, hits mostly inhibitors; hit rate 0.21% among 390,000; AID 504327
Target sequence (Q92830 whole entry, looked up): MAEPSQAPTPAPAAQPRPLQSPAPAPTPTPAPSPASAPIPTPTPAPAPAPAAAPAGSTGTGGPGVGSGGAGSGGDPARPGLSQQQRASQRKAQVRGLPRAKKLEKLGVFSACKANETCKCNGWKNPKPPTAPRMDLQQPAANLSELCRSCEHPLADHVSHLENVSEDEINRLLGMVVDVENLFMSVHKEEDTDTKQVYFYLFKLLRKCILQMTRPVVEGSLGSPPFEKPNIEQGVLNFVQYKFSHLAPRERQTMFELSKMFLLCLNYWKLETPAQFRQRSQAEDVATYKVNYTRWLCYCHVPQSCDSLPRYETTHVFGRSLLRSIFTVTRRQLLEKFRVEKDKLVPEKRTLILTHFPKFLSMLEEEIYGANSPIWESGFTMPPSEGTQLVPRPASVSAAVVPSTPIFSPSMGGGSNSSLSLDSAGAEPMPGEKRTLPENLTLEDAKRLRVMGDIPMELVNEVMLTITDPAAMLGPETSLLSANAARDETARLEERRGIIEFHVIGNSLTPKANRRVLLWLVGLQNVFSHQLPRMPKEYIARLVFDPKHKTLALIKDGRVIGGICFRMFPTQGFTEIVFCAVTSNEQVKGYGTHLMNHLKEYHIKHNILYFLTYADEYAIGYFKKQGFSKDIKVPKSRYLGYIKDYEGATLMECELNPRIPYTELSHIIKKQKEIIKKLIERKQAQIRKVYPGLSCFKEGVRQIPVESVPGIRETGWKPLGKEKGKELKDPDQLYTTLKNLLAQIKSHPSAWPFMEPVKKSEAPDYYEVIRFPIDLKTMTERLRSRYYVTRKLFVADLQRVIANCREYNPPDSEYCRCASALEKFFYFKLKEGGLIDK
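Titration-based screen in which CoA formation is detected via maleimide probe ThioGlo1 (50uM) turning fluorescent on thiol reaction; substrates H3(1-25) 75uM and acetyl-CoA 70uM, GCN5L2 20nM, 20 min incubation at room temperature.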
The depositor's hits bear a star; ? = inconclusive; / = not tested or not shown; & = joins results of further samples; ! = repeats disagree; [ ] = remark or other dose. Calls follow the shape of the dose curve; as a rule, active = well fitted curve in the direction sought with a large enough effect; inconclusive = small, poorly fitted or top-dose-only effect, or another doubt; inactive = no such curve, though single readings can be large; an effect the other way counts as inactive or inconclusive. % is scaled to controls: 0 for no effect and ±100 for the full control effect; potency is read from the fitted curve at half-maximal effect.

SMILES | DT40 TDP1 no CPT | GCN5L2 inh | TDP1 cell CPT
Cc1nn(Cc2ccccc2Cl)c(C)c1C(=O)N(C)CC(=O)Nc1cccc(F)c1 | 16µM* | 2% | ?
COc1ccccc1N1Cc2ccc(OC)c(OC)c2C1=O | -17% | -2% | ?
CCOC(=O)c1sc(N2C(=O)C(O)=C(C(=O)c3ccco3)C2c2cccc([N+](=O)[O-])c2)nc1C (centres undefined) | 8% | ? | -18%
Cc1scc(C(=O)NCc2ccco2)c1-c1ccccc1 | ? | -13% | ?
COCC(C)NC(=O)Cc1ccc(Cl)cc1 (centres undefined) | 12% | -14% | 12%
OCCC1CN(Cc2cccn2-c2ncccn2)CCN1Cc1ccccc1 (centres undefined) | -15% | 9% | 15%
COc1ccc([C@H]2C[C@H](n3cc(C4CC4)nn3)[C@@H](O)CN2CC2CCCCC2)cc1 | 16µM* | / | ?
CCOC(=O)CNC(=O)CSc1nnc(Cn2c(=O)sc3ccccc32)n1-c1ccccc1C | ? | -11% | ?
COC(=O)c1ccc(C2C(C(=O)c3ccco3)=C(O)C(=O)N2c2cc(C)on2)cc1 (centres undefined) | 7% | -16% | -2%
Cc1cn([C@H]2C[C@H](O)[C@@H](/C=C/C(=O)NCc3ccco3)O2)c(=O)[nH]c1=O | 12% | / | 12%
CCC(C)NC(=O)CN(c1cc(Cl)ccc1OC)S(C)(=O)=O (centres undefined) | 8% | -2% | -24%
CCOC(=O)C1=C(C)N=C2SC(C)C(=O)N2C1c1ccc(C(=O)OC)cc1 (centres undefined) | -6% | -15% | -9%
CCc1nnc(NC(=O)C2CCCN(c3nc(C)cc(C)n3)C2)s1 (centres undefined) | -8% | -1% | -15%
Cc1ccc(C2CC(=O)N(Cc3ccccc3F)c3c2c(C)nn3-c2nc(C)cc(C)n2)cc1 (centres undefined) | ? | -5% | ?
CC1SC(c2ccccc2Cl)NC1=O (centres undefined) | -6% | ? | -3%
COCCOC(=O)C1=C(C)Nc2ncnn2C1c1ccc(F)cc1 (centres undefined) | -22% | -3% | -22%
Cc1ccccc1NC1=C(Cl)C(=O)OC1OC(=O)c1ccco1 (centres undefined) | 23µM* | -14% | 26µM*
CCOc1ccc(-n2c(SCC(N)=O)nnc2-c2ccco2)cc1 | -102% | -26% | ?
COc1cccc(CNc2nc(Cl)nc3nc[nH]c23)c1 | 7.9µM* | / | 16µM*
C[C@H](CO)N1C[C@H](C)[C@@H](CN(C)Cc2ccc(O)cc2)OCc2cnnn2CCCC1=O | -3% | / | 0%
Clc1ccccc1CSc1nncn1NC/C=C/c1ccccc1 | ? | -8% | ?
COC(=O)CC(NC(=S)NC(=O)c1ccccc1)c1ccc(Br)cc1 (centres undefined) | -22% | -8% | -6%
CCOC(=O)C1=C(CSCc2ccccc2)NC(=O)NC1c1cc(C)ccc1C (centres undefined) | ? | -2% | ?
CCOc1ccc(S(=O)(=O)Nc2cc(S(=O)(=O)N3CCOCC3)ccc2OC)cc1 | -21% | -5% | 2%
Cc1ccc(NC(=S)N=Nc2c(O)n(C)c3ccc(S(=O)(=O)N4CCOCC4)cc23)cc1C | 3.7µM* | -3% | 2.1µM*
[N-]=[N+]=N[C@@H](CCN1CC[C@H](O)CCC1=O)c1ccccc1 | 2%&-24% | 1% | -4%&-2%
CCN=C1SC(CC(=O)Nc2sc3c(c2C#N)CCCC3)C(=O)N1CC (centres undefined) | -26% | -3% | -12%
NC(=O)CSc1nnc(-c2ccc(S(=O)(=O)N3CCOCC3)cc2)n1CC1CCCO1 (centres undefined) | -9% | -7% | -14%
O=C(Nc1ccc(N2CCOCC2)cc1)c1csc([C@@H]2O[C@H](CO)[C@H](O)[C@H](O)[C@H]2O)n1 | 16% | / | -1%
Cc1ccccc1C(=O)N1CCC(C(=O)Nc2ccc(S(=O)(=O)N3CCCCC3)cc2)CC1 | 12µM* | -21% | 16µM*
NC(=O)NC(=O)CC1S/C(=N/N=C/c2ccccc2)NC1=O (centres undefined) | 5% | -4% | 0%
O=C(NCc1cccc(F)c1)c1ccc(-n2cnc3cccnc32)cc1 | ? | ? | ?

An excerpt of these results, with values under each structure:
Values run as follows: DT40 TDP1 no CPT	GCN5L2 inh	TDP1 cell CPT
COC(=O)CC(NC(=S)NC(=O)c1ccccc1)c1ccc(Br)cc1 (centres undefined)
 : -22%	-8%	-6%
CCOC(=O)C1=C(CSCc2ccccc2)NC(=O)NC1c1cc(C)ccc1C (centres undefined)
 : ?	-2%	?
CCOc1ccc(S(=O)(=O)Nc2cc(S(=O)(=O)N3CCOCC3)ccc2OC)cc1
 : -21%	-5%	2%
Cc1ccc(NC(=S)N=Nc2c(O)n(C)c3ccc(S(=O)(=O)N4CCOCC4)cc23)cc1C
 : 3.7µM*	-3%	2.1µM*
[N-]=[N+]=N[C@@H](CCN1CC[C@H](O)CCC1=O)c1ccccc1
 : 2%&-24%	1%	-4%&-2%
CCN=C1SC(CC(=O)Nc2sc3c(c2C#N)CCCC3)C(=O)N1CC (centres undefined)
 : -26%	-3%	-12%
NC(=O)CSc1nnc(-c2ccc(S(=O)(=O)N3CCOCC3)cc2)n1CC1CCCO1 (centres undefined)
 : -9%	-7%	-14%
O=C(Nc1ccc(N2CCOCC2)cc1)c1csc([C@@H]2O[C@H](CO)[C@H](O)[C@H](O)[C@H]2O)n1
 : 16%	/	-1%
Cc1ccccc1C(=O)N1CCC(C(=O)Nc2ccc(S(=O)(=O)N3CCCCC3)cc2)CC1
 : 12µM*	-21%	16µM*
NC(=O)NC(=O)CC1S/C(=N/N=C/c2ccccc2)NC1=O (centres undefined)
 : 5%	-4%	0%
O=C(NCc1cccc(F)c1)c1ccc(-n2cnc3cccnc32)cc1
 : ?	?	?

More records.
SMILES | DT40 TDP1 no CPT | GCN5L2 inh | TDP1 cell CPT
Oc1cccc(-c2sc3ccccc3c2-c2ccc(OCCN3CCCCC3)cc2)c1 | 12µM* | / | 18µM*
COc1ccc(OC)c(NC(=O)CSc2ncccn2)c1 | 7% | -5% | ?
O=C(Nc1sc2c(c1C(=O)NCC1CCCO1)CCCC2)c1cccs1 (centres undefined) | ? | -15% | ?
Cc1ccc(-n2ncc(C(=O)NCCCN3CCc4ccccc4C3)c2C2CCN(C(=O)OC(C)(C)C)CC2)cc1C | ? | -3% | ?
Cc1ccc2oc3c(c(=O)c2c1)C(c1cccs1)N(CCCN(C)C)C3=O (centres undefined) | ? | -4% | -6%
CCN(CC)CCN1C(=O)C(=O)/C(=C(/O)c2ccncc2)C1c1ccccc1 (centres undefined) | 0% | -5% | 10%
CN(Cc1ccccc1)C(=O)c1ccc(NC(=O)Cc2cccc(NC(=O)C3CCN(C(=O)C4CCCC4)CC3)c2)cc1 | ? | -8% | ?
O=C(Nc1ccccc1Cl)N(Cc1nc2ccccc2c(=O)[nH]1)Cc1cccs1 | ? | 27% | ?
Cc1nnc(NC(=O)c2csc3c2CCC(C)C3)s1 (centres undefined) | 12% | 0% | -16%
CN(Cc1ccccc1Cl)C(=O)c1cc2ccccc2o1 | ? | -9% | ?
CCOc1ccc(NC(=O)CN(C)C(=O)c2cc(C)oc2C)cc1OCC | -10% | 0% | -19%
CC(C)CC(=O)N1CCN(S(=O)(=O)c2ccccc2)CC1 | 23% | -2% | -2%
CC(C)Nc1ccc(-c2nc(-c3ccco3)no2)cc1[N+](=O)[O-] | 16µM* | -13% | ?
CSc1nc(N)c(C#N)c(-c2ccccc2Cl)c1C#N | ? | -10% | -10%
Cn1c(CCc2ccccc2)nnc1SCC(=O)N1CCCC1 | 2% | -3% | -10%
N#C/C(=C/c1ccc(OCc2ccc(C(=O)O)cc2)c(Br)c1)c1cccc(F)c1 | 1% | ? | -16%
Cc1nnc(NC(=O)CCC(=O)N2CCC(C)CC2)s1 | -3% | 0% | -12%
Cc1occc1C(=O)NNC(=S)NCc1ccc(Cl)cc1 | ? | -5% | -9%
COc1ccc(-c2ncncc2-c2ccc(Cl)cc2)c(O)c1 | ? | 2% | -30%
Cc1ccc(NC(=O)Cc2nnc(SCC(=O)Nc3ccccc3)n2C)cc1 | -12% | 2% | 0%
COc1cc(SC)ccc1C(=O)OCC(=O)N1CCCC1 | 2% | -5% | 9%
CN1CCN(C(=O)CN(C)S(=O)(=O)c2ccc(F)cc2)CC1 | 25% | -5% | 24%
CCC(=O)Nc1cccc(C(=O)/C=C/c2cccs2)c1 | 21µM* | -3% | ?
Cc1ccc(OCCC(=O)NNC(=O)c2nn(C)c(=O)c3ccccc23)cc1 | 2% | -9% | ?
C[C@H]1CN([C@@H](C)CO)C(=O)CCCn2cc(nn2)CO[C@@H]1CN(C)C(=O)Oc1ccccc1 | 18% | / | 6%
CCOC(=O)Cc1c(C)nc2c(-c3ccc(Cl)cc3)c[nH]n2c1=O | ? | 3% | ?
COC(=O)[C@@]12CCCCN1[C@H](c1ccc(-c3cccc(Cl)c3)cc1)[C@@H]1C(=O)N(C)C(=O)[C@@H]12 | 13µM* | -4% | 21µM*
COc1ccc(N(C(=O)Cn2nnc(-c3ccc(Cl)cc3)n2)C(C(=O)NCC2CCCO2)c2ccncc2)cc1 (centres undefined) | 6% | 5% | 10%
Cc1ccc(NC(=O)COc2coc(CN3CCN(Cc4ccccc4)CC3)cc2=O)cc1 | ? | -1% | ?
CCCOP(=O)(c1ccc(N(C)C)cc1)C(O)c1cccnc1 (centres undefined) | -12% | -2% | 12%
Cc1onc(-c2c(F)cccc2Cl)c1C(=O)N1CCN(c2ncc(Br)cn2)CC1 | ? | -19% | -27%
Cc1ccc(CNC(=O)CCC(=O)Nc2nnc(C(C)C)s2)cc1 | 0% | -1% | 4%
O=C(Cc1ccc(Br)cc1)Nc1cccc(S(=O)(=O)N2CCOCC2)c1 | -23% | -12% | -8%
COc1ccc(/C=C2\Sc3ccc(C(=O)NCCN4CCCCCC4)cc3N(C)C2=O)cc1 | 23µM* | -12% | ?
COc1ccc(NC(=O)Nc2ccc(N(C)C)cc2)cc1 | -11% | -2% | -10%
CCOc1ccccc1CN1CCCC(C(=O)c2ccc(OC)c(OC)c2)C1 (centres undefined) | ? | -1% | ?
O=C(O)C1CCC(=O)N1C1CCCC1 (centres undefined) | 4% | -23% | 1%
Nc1c(S(=O)(=O)c2cccc(Cl)c2)c2nc3ccccc3nc2n1CCN1CCOCC1 | -26% | 31%[activator] | ?
CCOC(=O)CC1C(=O)NCCN1S(=O)(=O)c1ccc(C)cc1 (centres undefined) | -11% | -7% | -4%
CC(=O)N1CCCC(c2cc(C(=O)Nc3ccccc3)no2)C1 (centres undefined) | ? | / | -25%
CC1(C(=O)NS(=O)(=O)c2ccc(C#N)cc2)CCN1C(=O)C1CCCCC1 (centres undefined) | -3% | / | 5%
Cc1ccc(N(CC(=O)NCC2CCCO2)S(C)(=O)=O)cc1Cl (centres undefined) | -11% | -23% | -17%
Cc1nn(Cc2ccccc2)c(C)c1C(=O)N1CCN(CC(=O)Nc2ccc(F)cc2)CC1 | ? | 2% | -1%
CN(C)c1cc(NC(=O)CNC(C)(C)C)c(O)c2c1C[C@H]1C[C@H]3[C@H](N(C)C)C(=O)C(C(N)=O)=C(O)[C@@]3(O)C(=O)C1=C2O | 4% | / | 10%
C[C@@H](CN1CCC(Cc2ccccc2)CC1)[C@@H](O)c1ccc(O)cc1 | 7.3µM*! | 3%&-16%&-9% | 23µM*
O=C(NC(=S)Nc1ccc(Cc2ccncc2)cc1)c1ccccc1Cl | ? | 2% | ?
O=C(N/N=C/c1cccc([N+](=O)[O-])c1)c1cccc2cc[nH]c12 | -26% | -2% | -12%
CS(=O)(=O)c1ccc(C(=O)N2CCN(Cc3ccccc3)CC2)cc1 | -13% | -4% | -2%
Cc1cc2nc(-c3ccccc3)c(Cc3cccc(F)c3)n2c(C)c1Br | 16µM* | / | ?
COc1ccc(-c2cc(C(=O)NCc3ccc(C(F)(F)F)cc3)[nH]n2)c(C)c1 | ? | / | ?
COC(=O)C1=C(N)Oc2cc(C)n(CC3CCCO3)c(=O)c2C1c1ccccc1 (centres undefined) | -7% | -11% | -2%
FC(F)(F)c1cccc(NC(=S)NCC(c2cccnc2)N2CCOCC2)c1 (centres undefined) | ? | 4% | ?
CCOC(=O)N1CCN(C(=O)c2cc(COc3cccc(C(C)=O)c3)on2)CC1 | ? | -26% | ?

Compounds were not picked by outcome; 18% or so of the library scored in one or more.
